# Cav32 inh: Cav3.2 calcium influx blockers – cell-based, Fluo-4 calcium fluorescence, FDSS, MLSMR library, primary screen; Voltage-dependent T-type calcium channel subunit alpha-1H (Homo sapiens), O95180; Cav3.2-expressing cells; active compounds read low; B-score at 10 µM; actives 4% (n = 100,000); AID 449739, 2010;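 active = single-dose well whose peak fluorescence ratio is a statistical outlier from its plate by either plate-standardised score or position-corrected B-score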
# * hit, by the source's call. The list is partial; rates above refer to the full screens.
# Sample of the layout:
Cav32 inh	Molecule
0.029	CCc1c(C)[nH]c(=S)c(C#N)c1C
-0.58	CN(C)S(=O)(=O)N(CC(=O)Nc1ccccc1F)c1ccccc1
0.22	Cc1csc(Sc2nc3c(c(=O)[nH]c(=O)n3C)n2Cc2ccccc2Cl)n1
-2.5	O=C(CCSc1nc(-c2ccco2)cc(C(F)(F)F)n1)N1CCN(c2ccccc2)CC1
0.2	Cc1c(NC(=O)C(C)NCC2CCCO2)c(=O)n(-c2ccccc2)n1C (configuration not stated)
0.65	NC(=O)CC(NC(=O)c1ccccc1)C(=O)O (configuration not stated)
5.5*	Cc1c2cnn(-c3ccccc3)c(=O)c2c(C)n1CCCC(=O)N1CCN(c2ncccn2)CC1
-0.05	CCCCOc1ccc(-c2ncc(C(=O)OCC)c(N)n2)cc1
0.36	COc1cccc(C2CC(c3c(-c4ccccc4)c4cc(Cl)ccc4[nH]c3=O)=NN2S(C)(=O)=O)c1OC (configuration not stated)
-0.16	O=C(O)C1C2C=CC(C2)C1C(=O)NCCC1=CCCCC1 (configuration not stated)
-3.7	CCN(CC)S(=O)(=O)c1cccc(NC(=O)COC(=O)c2ccc(Br)o2)c1
0.037	COc1ccccc1N1CC(C(=O)Nc2cccc(C(=O)O)c2)CC1=O (configuration not stated)
0.051	NS(=O)(=O)c1ccc(CCNC(=O)C2CCCCN2S(=O)(=O)c2ccccc2)cc1 (configuration not stated)
-4	CCCN(CCC)c1nc2ccccc2n2c(C)nnc12
0.51	O=C(Oc1cccc(C(=O)N2CCOCC2)c1)c1ccc(Br)cc1
0.57	COc1cc(NC(=O)C2CC2C)c(C(=O)O)cc1OC (configuration not stated)
-0.39	COC(=O)c1sc(NC(=O)C(C)C)c(C(=O)OC)c1C
-2.3	CCCCN(c1ccccc1)c1ncnc(N)c1[N+](=O)[O-]

# The listing, previewed entries included:
Cav32 inh	Molecule
0.029	CCc1c(C)[nH]c(=S)c(C#N)c1C
-0.58	CN(C)S(=O)(=O)N(CC(=O)Nc1ccccc1F)c1ccccc1
0.22	Cc1csc(Sc2nc3c(c(=O)[nH]c(=O)n3C)n2Cc2ccccc2Cl)n1
-2.5	O=C(CCSc1nc(-c2ccco2)cc(C(F)(F)F)n1)N1CCN(c2ccccc2)CC1
0.2	Cc1c(NC(=O)C(C)NCC2CCCO2)c(=O)n(-c2ccccc2)n1C (configuration not stated)
0.65	NC(=O)CC(NC(=O)c1ccccc1)C(=O)O (configuration not stated)
5.5*	Cc1c2cnn(-c3ccccc3)c(=O)c2c(C)n1CCCC(=O)N1CCN(c2ncccn2)CC1
-0.05	CCCCOc1ccc(-c2ncc(C(=O)OCC)c(N)n2)cc1
0.36	COc1cccc(C2CC(c3c(-c4ccccc4)c4cc(Cl)ccc4[nH]c3=O)=NN2S(C)(=O)=O)c1OC (configuration not stated)
-0.16	O=C(O)C1C2C=CC(C2)C1C(=O)NCCC1=CCCCC1 (configuration not stated)
-3.7	CCN(CC)S(=O)(=O)c1cccc(NC(=O)COC(=O)c2ccc(Br)o2)c1
0.037	COc1ccccc1N1CC(C(=O)Nc2cccc(C(=O)O)c2)CC1=O (configuration not stated)
0.051	NS(=O)(=O)c1ccc(CCNC(=O)C2CCCCN2S(=O)(=O)c2ccccc2)cc1 (configuration not stated)
-4	CCCN(CCC)c1nc2ccccc2n2c(C)nnc12
0.51	O=C(Oc1cccc(C(=O)N2CCOCC2)c1)c1ccc(Br)cc1
0.57	COc1cc(NC(=O)C2CC2C)c(C(=O)O)cc1OC (configuration not stated)
-0.39	COC(=O)c1sc(NC(=O)C(C)C)c(C(=O)OC)c1C
-2.3	CCCCN(c1ccccc1)c1ncnc(N)c1[N+](=O)[O-]
0.38	C/C=C/C(=O)Nc1cccc(C2=NOC3(C2)C[C@@H](C(N)=O)N(C(=O)c2cc([N+](=O)[O-])cc([N+](=O)[O-])c2C)C3)c1 (some centres not stated)
0.3	Cc1ccc(NC(=O)c2cc(NC(=O)c3ccco3)ccc2N2CCOCC2)cc1Cl
-2.5	CCc1cccc(NC(=O)c2ccc(Br)o2)c1
0.61	CC(=O)Nc1ccc(NC(=O)C(C)OC(=O)CCC(=O)c2ccc(F)cc2)cc1 (configuration not stated)
-0.55	O=C(Nc1nc(-c2cccc(Br)c2)cs1)Oc1ccccc1
0.97	CNCCOc1ccccc1C(C)(C)C
-0.77	O=C(CN1CCN(c2ccccc2)CC1)Nc1ccc(OCc2ccccc2)cc1
1	COc1ccc(OC)c(NC(=O)CCCN2C(=O)C3C4C=CC(C4)C3C2=O)c1 (configuration not stated)
-0.084	CC(C)[C@H](NC(=O)Nc1ccc(Oc2ccccc2)cc1)C(=O)O
-0.038	Cc1ccccc1NC(=S)C1=C(O)c2sccc2N(C)S1(=O)=O
0.96	CC(C)C(C)(C#N)NC(=O)CSc1nnc(-c2ccncc2)n1Cc1ccccc1 (configuration not stated)
0.1	COc1ccc(CC(=O)Nc2ccc(-c3noc(COc4ccccc4C)n3)cc2)cc1
0.018	COCCNCC#CCOc1ccc(OC)cc1
0.42	COc1ccccc1OCCNC(=O)c1ccccc1C
-0.21	COCCNc1nc2c(c(=O)n(Cc3ccc(OC)cc3)c(=O)n2C)n1C
0.83	COCCCN1C(=O)C(=O)/C(=C(/O)c2ccc3c(c2)CC(C)O3)C1c1cccnc1 (configuration not stated)
-1.1	CC(C)NC(=O)COc1ccc(/C=N/NS(=O)(=O)c2ccccc2)cc1
-0.7	O=C(c1ccc(-c2ccccc2)cc1)N1CCCC1
1.6	CC1(C)CC(=O)C(C=Nc2ccncc2)=C(O)C1
-4.7	CC(C)Cn1c(=O)c(C(=O)NCc2ccccn2)c(O)c2ccccc21
0.05	C=CCNc1nc(NC(C)(C)CO)nc(OC)n1
-6.6*	COc1ccccc1-c1nnc(SCC(=O)Nc2nc(-c3ccccc3)cs2)n1C
-3.1	COc1cccc(NS(=O)(=O)c2ccc(Br)s2)c1
0.037	O=C(CCC(=O)OC(C(=O)c1ccccc1)c1ccccc1)Nc1ccccc1 (configuration not stated)
-0.27	COc1ccccc1C(=O)N1CCN(C(=O)c2ccncc2)CC1
-1.6	CCOc1ccc(C2C=C(c3ccc(C)cc3)Nc3ncnn32)cc1 (configuration not stated)
-0.49	C=C(C)C(=O)N1CC2(CC(c3cccc(NC(=O)CC(c4ccccc4)c4ccccc4)c3)=NO2)C[C@H]1C(N)=O (some centres not stated)
0.02	COc1ccc(C2(CNC(=O)C(c3ccccc3)c3ccccc3)CCOCC2)cc1OC
-1.9	CCOC(=O)N1CCN(C(=O)C(CC(C)C)NS(=O)(=O)c2ccc3c(c2)oc(=O)n3C)CC1 (configuration not stated)
-0.59	O=C(CNS(=O)(=O)c1cccc(C(F)(F)F)c1)Nc1ccccc1F
-0.16	O=C(NCCCn1ccnc1)C(=O)NCc1ccc(Cl)cc1
-0.45	O=C(Nc1ccc(Br)cc1F)c1ccc2c(c1)N(Cc1ccccc1)C(=O)CS2=O (configuration not stated)
0.61	CCNC(=O)C1CC(=O)OC12CCCCC2 (configuration not stated)
-0.29	O=C(CN1C(=O)c2cccc3cccc1c23)NCc1cccnc1
0.25	CC1(C)NC(=O)N(CC(O)COc2ccc(-c3ccccc3)cc2)C1=O (configuration not stated)
0.62	Cc1ccccc1CSc1nsc(N)n1
-1.4	CCOc1ccc(NC(=O)NCCCSC2CCCCC2)cc1
-0.024	CCOC(=O)c1cnc(-n2nc(C)cc2C)nc1N1CCOCC1
-0.066	COc1ccc(CCNC(=O)COc2ccc(S(=O)(=O)N3CCOCC3)cc2)cc1
0.067	CCCc1cc(=O)oc2cc(Oc3ncccn3)ccc12
-0.51	COCCCn1ccc(O)c(Cc2ccc(F)cc2)c1=O
-0.64	CCCC(=O)NCCc1cc2ccc(OC)cc2[nH]c1=O

# Next records
Cav32 inh	Molecule
0.72	COc1ccccc1C(=O)O/N=C1/CCCc2c1ccc(OC)c2[N+](=O)[O-]
-0.81	Cc1ccc(C(=O)c2nocc2C(=O)c2cccs2)cc1
1.5	CCc1c(C)sc(NC(=O)c2cc(-c3cc(OC)ccc3OC)on2)c1C#N
-0.58	COc1ccc(S(=O)(=O)CCc2nnc(NC(=O)c3cccs3)s2)cc1
-0.62	O=C(Cc1cn2ccsc2n1)Nc1nc2c(s1)CCCC2
0.093	C(=N\n1cnnc1)/c1ccccn1
-0.28	Cc1ccc(OC(=O)c2ccc(N3CCOCC3)c([N+](=O)[O-])c2)cc1
-0.087	COc1ccc(CCNc2nnc(C)c(=O)[nH]2)cc1OC
-4*	O=C(c1nn(Cc2ccccc2)c(=O)c2ccccc12)N1CCc2ccccc2C1
-1.4	CCC(Cc1ccccc1)NC(=O)CSc1ccsc1[N+](=O)[O-] (configuration not stated)
0.43	CCn1c(=O)c2c(nc(SCc3ccccn3)n2C)n(C)c1=O
-3.1	CC(=O)c1c(C(C)=O)c(C)n(-c2nc(-c3ccc(C)c(C)c3)c(C)s2)c1C
0.03	COc1ccc(C2c3sc(=O)[nH]c3SC3C4CCC(C4)C23)cc1 (configuration not stated)
-4	O=C(C(c1ccccc1)c1ccccc1)N1CCN(CC(O)COc2ccccc2)CC1 (configuration not stated)
-0.61	COC(=O)c1nn(-c2ccccc2)c(Cl)c1/C=N/OC(=O)c1ccc(Cl)c(Cl)c1
-0.22	COc1ccc(C(OC(=O)c2ccco2)C(=O)NCC2CCCO2)cc1 (configuration not stated)
0.24	O=C(CCS(=O)(=O)Cc1ccccc1)NC1CCCCC1
0.75	O=C1CC(Nc2ccc(N3CCOCC3)cc2)C(=O)N1c1cccc(C(F)(F)F)c1 (configuration not stated)
0.044	COC(=O)c1[nH]c2ccc(F)cc2c1NC(=O)Nc1ccc(OC)cc1
0.066	Cn1ncc2c1ncn1nc(CCc3ccccc3)nc21
-2	CCOC(=O)N1CCN(C(=O)CS(=O)(=O)c2cn(Cc3cccc(F)c3)c3ccccc23)CC1
0.26	CCn1c(SCC(=O)c2cc(C)n(C)c2C)nnc1-c1ccccc1
0.97	O=C1CN2C(=Nc3ccc(Cl)cc3C2c2ccccc2)CN1 (configuration not stated)
-0.056	CCOC(=O)c1cnc2nc(NCc3ccc(OCc4ccccc4)cc3)[nH]n2c1=O
0.02	CCn1c(-c2cccs2)nc2ccccc21
1.2	Cc1cc2c(c(=O)n1CCN(C)C)C(c1ccncc1)C(C#N)=C(N)O2 (configuration not stated)
1	Cc1cc(NCCCN2CCOCC2)n2nc(C)c(-c3ccc(F)cc3)c2n1
0.11	NC(=O)c1ccccc1OCC(=O)NC12CC3CC(CC(C3)C1)C2
-0.29	Cc1noc(NS(=O)(=O)c2ccc(NC(=O)CCC3CCCCC3)cc2)c1C
-1.1	Cc1cccc(NC(=S)Nc2ccc(Br)cc2)c1
-0.33	COc1cc(CNCc2cccs2)cc(Br)c1OC
-0.31	CC1CCCC(C)N1NC(=O)c1ccc(Cl)c(S(N)(=O)=O)c1 (configuration not stated)
-0.77	CCc1cc[n+](-c2nc([O-])sc2C=O)cc1
0.49	CC1CC(C)CN(S(=O)(=O)c2ccc3c(c2)oc(=O)n3CC(=O)N2CCOCC2)C1 (configuration not stated)
-0.82	Cc1ccc(C2CC2c2n[nH]c(=S)n2-c2ccc(C)cc2)cc1 (configuration not stated)
-0.96	CCOCCc1nnc(NC(=O)C(CC)c2ccccc2)s1 (configuration not stated)
-0.74	O=C(O)C1(c2cccc(Cl)c2)CCC1
-1.6	CCOC(=O)c1c(NC(=O)C2CCCO2)sc2c1CCC2 (configuration not stated)
-0.8	COc1ccc(NC(=O)CSc2nccn2-c2ccccc2)c(OC)c1
-0.99	O=C(c1cccc(F)c1)N1CCc2ccccc21
0.069	CCOC(=O)c1ccccc1OCc1cc(/C=N/n2cncn2)ccc1OC
0.37	CCOC(=O)CNC(=O)Nc1ccccc1C(=O)OC
0.37	Cc1cc(C)nc(SCC(=O)NC2=NN=C(c3ccc(Br)cc3)CS2)n1
-11*	O=C1c2ccccc2NC(c2c(Cl)cccc2Cl)N1Cc1ccccc1 (configuration not stated)
0.44	Cc1ccccc1NC(=O)CC(O)(C(F)(F)F)C(F)(F)F
-1.5	O=[N+]([O-])c1cc(-c2cnc3ccccc3n2)ccc1Oc1ccc(Br)cc1
-4.3*	Cc1c(C(=O)NCC2COc3ccccc3O2)oc2ccc(S(=O)(=O)N(C)C3CCCCC3)cc12 (configuration not stated)
0.69	CCOC(=O)N1CCC(NC(=O)C2CCC(CNS(=O)(=O)c3ccc(OC)cc3)CC2)CC1 (configuration not stated)
0.28	COCCn1ccc(O)c(Cc2ccccc2)c1=O
-1	Cc1ccc(C)c(S(=O)(=O)C(C#N)c2nc3ccccc3nc2N2CCCC2)c1 (configuration not stated)
-0.7	Fc1ccccc1OCCCCn1cncn1
-1.7	CCOC(=O)C1=C(c2ccccc2)OC(N)=C(C#N)C1c1ccc(Cl)s1 (configuration not stated)
-0.52	O=C(CN1C(=O)C2C3C=CC(C3)C2C1=O)NCCC1=CCCCC1 (configuration not stated)
-1.8	O=C(NCc1ccc(Cl)c(Cl)c1)c1ccco1
0.77	N#CCSc1nnc(COc2cccc3ccccc23)n1-c1cccc(Cl)c1
-0.022	C/C(N)=C(/C#N)C(=O)CSc1n[nH]c(-c2ccccc2Br)n1
0.57	CCOCc1nc(C)c(Cl)c(NS(=O)(=O)c2ccc(N)cc2)n1
1.2	CCOC(=O)C(/C=C(\C#N)C(=O)OCC)=C(/N)N1CCN(c2c(C)cccc2C)CC1
-0.032	Nc1cc(-c2ccc(Br)cc2)nn1S(=O)(=O)c1ccccc1
-0.35	Cc1nn(C(=O)c2cc3sccc3[nH]2)c(C)c1C

# The listing continues:
Cav32 inh	Molecule
-0.017	CC(C)c1ccc(/C=N/n2nnnc2Nc2ccccc2)cc1
-1.5	Cc1c(C(=O)OCC(C)C)[nH]c2c1C(=O)CC(c1ccco1)C2 (configuration not stated)
-0.37	Cc1c(C2N3CC4(C)CN2CC(C)(C3)C4=O)c2ccccc2n1C (configuration not stated)
-5.6*	O=C(CSCc1ccc(Cl)cc1)Nc1ccc2c(c1)OCO2
0.43	Cc1cc2[nH]c(=O)c3ccccc3n2n1
-4.3	O=c1ccc2cc(S(=O)(=O)N3CCN(c4cc(Cl)ccc4Cl)CC3)ccc2o1

# From PubChem BioAssay
